Compound activity (PubChem)
NCI-60 one-dose screen, 48 h, at 10 µM unless noted. Numbers give growth in % (100 = growth as untreated, 0 = no growth, -100 = all killed).
M14 = M14 melanoma | 80,000 compounds, 6.2% hits
EKVX = EKVX NSCLC. 71,000 compounds, 3% hits
CCRF-CEM = CCRF-CEM leukemia. 77,000 compounds, 7% hits
HOP-92 = HOP-92 NSCLC cells | AID 1794738 | 71,000 compounds, 6.3% hits
MDA-MB-435 = MDA-MB-435 melanoma; 82,000 compounds, 7.8% hits; AID 1794794
RPMI-8226 = RPMI-8226 leukemia cells. AID 1794781. 77,000 compounds, 7.5% hits
HOP-62 = HOP-62 NSCLC; 80,000 compounds, 3.9% hits; AID 1794735
A549/ATCC = A549/ATCC NSCLC; 81,000 compounds, 3.7% hits; AID 1794740
The depositor's hits bear a star; / = no result given; & = joins results of further samples. Rule for the calls: active = growth percent below 10; inactive = the rest.

SMILES	M14	EKVX	CCRF-CEM	HOP-92	MDA-MB-435	RPMI-8226	HOP-62	A549/ATCC
CC(C)(C)OC(=O)N1CCN(c2nc3ccccc3c3c(=O)c4cc(F)ccc4sc23)CC1	101	82	102	95	101	/	100	91
COc1ccc(C(=O)Nn2cnc3oc(-c4ccc(OC)cc4)cc3c2=N)cc1	103	104	102	104	101	101	103	113
Cc1cccc2cc(-c3cc4ccccc4[nH]3)c(=NC(=O)c3ccc(Cl)cc3)oc12	93	87	113	84	101	105	82	102
O=C(/C=C/c1cccnc1)/C=C/c1cccnc1	-47*	43	-48*	/	-29*	-61*	99	6.3*
O=C1c2c(c(=O)[nH]c3ccccc23)CN1Cc1ccccc1	111	99	103	84	104	110	99	93
CC(C#N)C(O)(c1ccccc1)c1ccccc1 (stereo not drawn)	104	92	97	89	98	97	92	92
COc1ccc(N2CC(c3nc4ccccc4[nH]3)CC2=O)cc1 (stereo not drawn)	97	/	94	92	100	100	77	103
O=C(Nc1ccc(Cl)c2c1C(=O)c1ccccc1C2=O)c1ccccc1	109	108	97	104	110	95	111	103
CCCCCOC(=O)c1ccc(NC(=O)CCNCC)cc1	96	88	72	35	97	70	86	105
CC(=O)c1cc2c(N)c(C(=O)Nc3ccncc3)sc2nc1C	113	92	102	87	95	110	92	99
CCOC(=O)NN	98	/	112	102	104	101	94	98
COc1cc(Br)c(-c2nc(-c3ccccc3)c(-c3ccccc3)n2C2CC2)cc1OC	75	73	87	68	78	60	107	64
O=[N+]([O-])c1ccccc1S(=O)(=O)N(CCCCN(S(=O)(=O)c1ccccc1[N+](=O)[O-])S(=O)(=O)c1ccccc1[N+](=O)[O-])S(=O)(=O)c1ccccc1[N+](=O)[O-]	104	108	96	97	109	107	99	96
Cc1cc(CCNC=O)c(C)c2c1oc1ccccc12	108	54	94	87	99	99	87	97
COc1cnc2c(c1)C(=O)c1c-2n(CCCN2CCC(O)CC2)c(=O)c2cc(Cl)ccc12	31	68	0.5*	77	76	8.3*	24	-66*
CSc1ncc(Br)c(=O)[nH]1	106	111	93	93	107	103	94	89
COc1ccc(C(=O)c2cc(C(C)=O)c3ccc(C(C)=O)cn23)cc1	114	100	99	103	107	82	101	104
O=C(N/N=C/c1cccc2ccccc12)c1cccnc1	109	/	101	97	82	95	95	101
NC(Cc1ccc(Cl)cc1)C(=O)O (stereo not drawn)	107	106	99	94	115	103	104	98
O=C(CO)C1CC2C=CC1C2 (stereo not drawn)	101	99	98	91	107	92	94	93
O=C1c2ccccc2-c2c1c1ncccc1c(=O)n2C[C@H](O)CO	103	98	/	/	114	/	/	81
CCCCCCCCCCCCCCCCCCNC(=O)SC	104	/	/	39	97	96	101	94
COc1cc2cc(Oc3ccc(NC(=O)c4cccc5c4OCCO5)cc3)c(C)nc2cc1OC	48	47	33	/	68	30	83	50
COc1ccc(NC(=O)c2sc3nc4c(cc3c2N)COCC4)cc1	95	90	87	65	41	78	89	77

Results in MDA-MB-435, EKVX and M14, for 3 of the compounds above:
compound	MDA-MB-435	EKVX	M14
CCCCCCCCCCCCCCCCCCNC(=O)SC	97	/	104
COc1ccc(C(=O)c2cc(C(C)=O)c3ccc(C(C)=O)cn23)cc1	107	100	114
O=C(CO)C1CC2C=CC1C2 (stereo not drawn)	107	99	101

(more compounds)
SMILES	M14	EKVX	CCRF-CEM	HOP-92	MDA-MB-435	RPMI-8226	HOP-62	A549/ATCC
COc1ccc2oc(=O)cc(C3c4[nH]c5ccccc5c4CCN3S(=O)(=O)c3ccc(C)cc3)c2c1 (stereo not drawn)	90	83	83	83	97	75	81	83
O=C(COc1cc(Cl)c(Cl)cc1Cl)OCCOc1cc(Cl)c(Cl)cc1Cl	115	87	127	82	120	116	98	100
CC(=O)c1ccccc1[N+](=O)[O-]	101	/	96	86	105	98	101	102
COc1ccc(C2=Nc3c(N)nc(N)nc3NC(c3cccc(Nc4ccnc5cc(Cl)ccc45)c3)C2)cc1 (stereo not drawn)	97	89	80	60	85	46	83	90
Cc1ccc(-n2cc(-c3ccccc3)c3c2N=NN2CCN=C32)cc1	104	87	101	102	101	93	97	105
C=C(C)[C@@H]1CC[C@]2(C(=O)OC)CC[C@]3(C)[C@H](CC[C@@H]4[C@@]5(C)Cc6cc(C)oc6C(C)(C)[C@@H]5CC[C@]43C)[C@@H]12	95	109	98	108	105	98	104	92
COc1ccc(Nn2c(SCC(=O)Nc3nccs3)nc(C)c2C)cc1	108	109	101	117	98	102	105	105
COC(=O)CC[C@@H](C)[C@H]1CC[C@H]2[C@@H]3CC[C@@H]4C[C@H](O)CC[C@]4(C)[C@H]3C[C@H](O)[C@]12C	102	103	86	/	118	68	109	102
COc1ccc(-c2nc3ccc(C)cc3c3c2c(=O)n(C)c(=O)n3C)cc1	96	78	81	37	78	70	69	77
Nc1c(I)cc(C(=O)O)cc1I	94	113	107	51	102	107	95	98
Cc1nc(NCCCOC(C)C)c2cnn(-c3ccccc3)c2n1	103	93	91	73	108	89	87	71
O=C1C=CC2(O)OC(c3ccccc3)CC(=O)C2=C1O (stereo not drawn)	90	89	46	94	88	64	86	86
CCc1ccc(/C=C/c2ccc(O)c3ncccc23)[n+](C)c1	48	47	23	84	59	/	24	18
NC(=O)CC[n+]1ccccc1	104	95	97	90	98	102	97	98
Cc1cc(N(C)C)n2c(nc3ccccc32)c1C#N	93	95	104	95	97	95	80	67
Cc1ccc2nc(-c3ccc(-n4on4-c4ccc(/C=C/c5ccc(-n6on6-c6ccc(-c7nc8ccc(C)cc8s7)cc6)cc5S(=O)(=O)O)c(S(=O)(=O)O)c4)cc3)sc2c1	99	112	100	138	110	102	121	113
Cc1cccc(C)c1NC(=O)N/N=C/c1c[nH]c2ccccc12	95	85	107	94	107	97	93	102
O=C1CC(=C/c2ccccc2)/C(=C/c2ccccc2)C1	103	89	100	87	81	93	107	96
O=c1oc2ccccc2cc1-c1csc(N=Nc2c(O)[nH]c3ccc(Cl)cc23)n1	109&111	100&103	103&94	114	106&99	117&105	101&117	102&90
Cn1c(=O)c2c(nc(Nc3cc(=O)[nH]c(=O)[nH]3)n2CC(=O)Nc2ccc(S(N)(=O)=O)cc2)n(C)c1=O	102	99	102	95	102	98	103	101
NC(=O)CC1(c2ccccc2)CCCCC1	96	/	99	/	109	99	102	116
Cc1ccc(C2(C(=O)O)CCCCC2)cc1	97	/	/	95	96	100	105	/
CC(=O)Nc1cccc(C(F)(F)F)c1[N+](=O)[O-]	106	106	104	96	99	113	101	95
CCCNC(=O)NCn1c(=O)[nH]c2ccccc2c1=O	109	97	95	104	106	100	101	102

Molecules shown so far with an aryl thioether with sulfur outside any ring (2):
SMILES	M14	EKVX	CCRF-CEM	HOP-92	MDA-MB-435	RPMI-8226	HOP-62	A549/ATCC
CSc1ncc(Br)c(=O)[nH]1	106	111	93	93	107	103	94	89
COc1ccc(Nn2c(SCC(=O)Nc3nccs3)nc(C)c2C)cc1	108	109	101	117	98	102	105	105

Five consecutive records already listed, for reference:
SMILES	M14	EKVX	CCRF-CEM	HOP-92	MDA-MB-435	RPMI-8226	HOP-62	A549/ATCC
Cn1c(=O)c2c(nc(Nc3cc(=O)[nH]c(=O)[nH]3)n2CC(=O)Nc2ccc(S(N)(=O)=O)cc2)n(C)c1=O	102	99	102	95	102	98	103	101
NC(=O)CC1(c2ccccc2)CCCCC1	96	/	99	/	109	99	102	116
Cc1ccc(C2(C(=O)O)CCCCC2)cc1	97	/	/	95	96	100	105	/
CC(=O)Nc1cccc(C(F)(F)F)c1[N+](=O)[O-]	106	106	104	96	99	113	101	95
CCCNC(=O)NCn1c(=O)[nH]c2ccccc2c1=O	109	97	95	104	106	100	101	102

Following part:
SMILES	M14	EKVX	CCRF-CEM	HOP-92	MDA-MB-435	RPMI-8226	HOP-62	A549/ATCC
NS(=O)(=O)c1ccc(NCc2cn(-c3ccc(C(=O)O)cc3)nc2-c2ccc(C(F)(F)F)cc2)cc1	/	98	99	109	101	100	107	107
OB1OCc2cc(/C=C/c3cccc(C(F)(F)F)c3)ccc21	-7.5*	27	7.6*	-28*	21	16	-18*	1.8*
CCNCCNc1c(C)c(-c2ccc(C(F)(F)F)cc2)c(C#N)c2nc3ccccc3n12	56	92	87	47	65	86	91	89
Cc1ccc(S(=O)(=O)Oc2ccc(NC(=O)C34CC5CC(CC(C5)C3)C4)cc2)cc1	72	/	63	/	102	16	62	67
Nc1[nH]c2cc(Cl)ccc2c(=O)c1-c1ccccc1	110	92	98	84	109	112	82	99
CCOC(=O)c1sc(NC(=O)COc2cccc(/C=C3\Cc4ccc(Cl)cc4C3=O)c2)nc1C	110	107	114	97	103	57	107	107
CCCCOc1ccc(C(=O)OCCNC(C)C)cc1N	96	100	95	100	115	110	71	69
O=S(=O)(Cc1ccccc1)c1nc2ccccc2s1	18	99	15	34	49	20	105	98
O=c1nc2c(-c3nc(-c4ccccc4)cs3)n[nH]n2c2sc3c(c12)CCCC3	99	90	96	/	109	95	89	90
O=C(O)c1cn(C2CC2)c2cc(N3CCN(C(=O)C[n+]4ccc5ccccc5c4)CC3)c(F)cc2c1=O	97	95	94	95	103	109	100	99
CC(=O)[C@H]1CC=C2[C@@H]3CCC4=CC(=O)C[C@]4(C)[C@H]3CC[C@@]21C	101	/	86	91	99	90	88	102
Cc1ccc(-c2cnc3sc(C)cn23)cc1	95	91	94	90	/	/	92	96
C=CS(=O)(=O)O	104	122	109	114	114	118	/	104
CCC1(C(=O)NC(=Nc2ccccc2)Nc2ccccc2)CCOC1=O (stereo not drawn)	102	96	87	97	101	/	99	94
CCOC1Oc2ccc(F)cc2-c2oc(=O)ccc21 (stereo not drawn)	100	95	87	98	104	118	92	104
Cc1cc(C)c(C)cc1C	103	94	96	90	106	103	98	101
COc1cccc(CNC2CCCCC2)c1O	99	110	89	/	110	108	104	99
O=c1c(-c2nc3ccccc3s2)cc2c(n1NS(=O)(=O)c1ccccc1)CCCC2	95	97	101	98	99	98	96	106
O=C(Nc1ccccc1)Nc1ccc(C(=O)/C=C/c2ccc(N3CCCC3)cc2)cc1	101	74	73	74	4.3*	78	63	75
O=C1OC(C(O)CO)C(O)=C1O (stereo not drawn)	109	119	85	/	117	87	105	/
Fc1ccc(N2CCN(Cc3c[nH]c4ncnc(N5CCOCC5)c34)CC2)cc1	107	97	103	59	97	97	107	93
Nc1ccc(S(=O)(=O)NCCN(CCNS(=O)(=O)c2ccc(N)cc2)S(=O)(=O)c2ccc(N)cc2)cc1	100	/	97	73	98	96	85	99
CC(CCc1ccccn1)(CCc1ccccn1)C(=O)c1ccccc1	102	105	84	74	109	/	104	107
COc1ccc2oc(=O)cc(CSc3nc(-c4ccccc4)c(C(=O)NC(C)(C)C)c(=O)[nH]3)c2c1	92	101	91	111	100	98	94	113
CN1CCN=C1c1ccc(NC(=O)c2ccc(C(=O)Nc3ccc(C4=NCCN4C)cc3)c(N)c2)cc1	106	89	96	/	101	95	97	96
O=C1c2ccccc2-c2c1c1c3ccccc3n(CCCCBr)c1c1c3ccccc3n(CCCCBr)c21	103	120	97	102	110	99	90	89
O=C(CCCC(=O)c1ccc(F)cc1)N[C@@H](CC(=O)N1CCn2c(nnc2C(F)(F)F)C1)Cc1cc(F)c(F)cc1F	105	96	102	100	104	103	99	89
NC(=O)c1cccc(-n2ccc3cc(NC(=O)Nc4ccccc4)ccc32)n1	111	109	101	112	99	/	119	99
Nc1nc(SCC#CCCl)c2[nH]cnc2n1	54	54	23	40	47	36	94	54
Cc1ccc([N+]2=NOC(=O)C2S(=O)(=O)Nc2nc(-c3c(Cl)cccc3Cl)cs2)cc1 (stereo not drawn)	86	51	89	/	106	91	84	106
Cc1ccc(NC(=O)Cn2c(Br)nc3c2c(=O)n(C)c(=O)n3C)cc1	43	55	41	-2.3*	54	39	6.4*	27
O=C(O)c1cn(C2CC2)c2cc(N3CCN(Cc4ccc(O)cc4O)CC3)c(F)cc2c1=O	91	97	109	91	97	113	100	103
Nc1ccccc1-n1cnc2ccccc2c1=O	108	97	94	79	104	87	89	97
O=C1[C@@H]2Cc3c([nH]c4ccccc34)[C@H](c3ccc(Cl)cc3)N2C(=O)CN1C1CCN(Cc2ccccc2)CC1	28	47	37	41	55	22	76	39
Cc1sc2nc3[nH]/c(=C\c4ccc(Cl)cc4)c(=O)n3c(=O)c2c1C	103	/	90	93	98	97	110	94
COc1ccc(-c2csc(NC(=O)COCc3c(-c4ccccc4)no[n+]3[O-])n2)cc1	105	/	100	100	107	102	101	108
COc1ccc2c(c1)C(=O)CC(c1ccccc1OC)O2 (stereo not drawn)	106	73	109	94	100	105	93	96
O=C(Cc1ccccc1)c1ccc(O)cc1O	106	106	126	82	103	112	96	108
COc1ccc(C2=NN(C(=O)c3cc(-c4ccc(C)cc4)nc4ccccc34)C(c3cc(-c4ccccc4)nn3-c3ccccc3)C2)cc1 (stereo not drawn)	83	100	81	87	102	78	/	89
O=C(Nc1nc(-c2ccccc2Cl)cs1)c1cc(-c2ccc(Cl)cc2)nc2ccc(Cl)cc12	-2.7*	74	28	/	-47*	14	28	93
O=C(Nc1sc2c(c1C(=O)NCc1cccs1)CCCC2)c1ccccc1	114	95	101	95	93	120	117	89
CNC(=O)c1cc(Oc2ccc(NC(=O)Nc3ccc(Cl)c(C(C)(C)C)c3)c(F)c2)ccn1	22	30	41	76	30	34	64	37
CC1(C)O[C@@H]2[C@@H](CO[C@@]3(COS(N)(=O)=O)OC(C)(C)O[C@@H]23)O1	97	108	82	148	110	95	93	103
COc1ccc(C2=NOC3C4COC(O4)C(=O)C23)cc1 (stereo not drawn)	94	97	105	73	99	119	92	104
